Compound activity from PubChem BioAssay.
TRPV1 ag: agonists of human vanilloid receptor 1 (TRPV1); activation, % at 8.33 µM; Q8NER1; TRPV1-expressing cells, Fluo-8 calcium influx, agonist mode; actives 0.19% (n = 320,000); in the data active means activation above about 80%; inconclusive means between about 30% and that limit; further: 0% is about no effect
Target sequence (Q8NER1 whole entry, looked up): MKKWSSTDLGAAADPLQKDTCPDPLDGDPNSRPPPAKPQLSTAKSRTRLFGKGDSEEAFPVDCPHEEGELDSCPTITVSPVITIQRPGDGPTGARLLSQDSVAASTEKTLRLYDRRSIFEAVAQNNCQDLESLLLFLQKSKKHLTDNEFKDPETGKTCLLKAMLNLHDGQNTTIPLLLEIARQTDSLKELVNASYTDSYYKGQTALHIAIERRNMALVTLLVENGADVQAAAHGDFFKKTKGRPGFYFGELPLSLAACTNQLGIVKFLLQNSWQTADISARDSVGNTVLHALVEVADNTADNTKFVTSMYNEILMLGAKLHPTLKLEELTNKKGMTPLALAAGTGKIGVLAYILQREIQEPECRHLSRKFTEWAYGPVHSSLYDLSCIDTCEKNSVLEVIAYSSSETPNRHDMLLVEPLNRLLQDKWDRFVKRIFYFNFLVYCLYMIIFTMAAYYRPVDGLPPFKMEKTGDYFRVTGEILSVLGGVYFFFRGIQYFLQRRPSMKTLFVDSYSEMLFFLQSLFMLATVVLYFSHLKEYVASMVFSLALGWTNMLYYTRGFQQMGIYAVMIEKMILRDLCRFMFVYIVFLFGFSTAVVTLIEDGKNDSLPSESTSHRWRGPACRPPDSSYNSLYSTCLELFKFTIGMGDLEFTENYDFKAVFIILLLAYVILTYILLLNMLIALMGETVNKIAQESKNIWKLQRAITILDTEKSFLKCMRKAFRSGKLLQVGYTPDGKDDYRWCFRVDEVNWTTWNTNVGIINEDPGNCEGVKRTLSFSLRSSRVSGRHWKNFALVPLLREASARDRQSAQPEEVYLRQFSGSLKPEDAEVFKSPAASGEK
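TRPV1-expressing cells were cultured overnight at 35.5C and loaded with Fluo-8 calcium dye for 40 to 90 min at room temperature. After a 10 s baseline, compound was added and calcium influx was read kinetically for 3 min (ex 480/em 520 nm).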
p53 reactivation: re-activators of mutant p53; actives 0.063% (n = 320,000); H1299 p53-A138V BP100-luciferase reporter, luminescence, 24 h; Potency, µM (titrated, usually from 92.2 µM), for the others: top-dose activity change, positive = activation, hits mostly activators; further: potency means the concentration at half of the fitted maximal effect; % of control where 0% means no effect; nearly all actives have a fitted effect of over 45% in size
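p53-null H1299 cells stably carrying temperature-sensitive p53-A138V and a BP100-luciferase reporter were pinned with compounds (4-point, 1:5 series) and held 24 hrs at 37 deg C. Luminescence was read 10 min after detection reagent.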
PTAP TSG101 blk: blocks PTAP/TSG101 interaction to inhibit HIV-1 budding | Q99816 | Fluorescence polarization, FITC-PTAP peptide / Tsg101 binding | Potency, µM (titrated, usually from 115 µM), without a hit: top-dose activity change, negative = inhibition, usual class: inhibitors | 340,000 tested, under 10 active | AID 493005; active means well fitted inhibition curve with a large enough effect in the main read-out, with a control signal flat, not every such curve was filed as active; inconclusive means small, poorly fitted or top-dose-only effect, or effect the other way, or a change in a side signal; inactive means no such curve, though single readings can be large or run the other way; further: potency means the concentration at half of the fitted maximal effect; % of control where 0% means no effect
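FP read-out: FITC-PTAP peptide, 50 nM final, binding Tsg101 binding domain, 10 uM final; 20 min, r.t.; 10 mM HEPES pH 7.5, 0.15 M NaCl, 0.01% Tween 20, 3 mM EDTA, 0.1 mM TCEP.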
ELG1 genotox: induces genotoxicity in HEK293T cells with luciferase-tagged ELG1; actives 1.3% (n = 330,000); Potency, µM (top dose mostly 46 µM), without a hit: at the highest dose activity change, positive = activation, actives largely listed as activators; AID 504466; HEK293T ELG1-luciferase reporter, luminescence, 16 h; further: potency means the concentration at half of the fitted maximal effect; % of control where 0% means no effect; nearly all actives have a fitted effect of over 60% in size
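HEK293T cells expressing luciferase-tagged ELG1 were treated with compound or DMSO for 16 hr at 37°C. Luciferase activity was then read after 30 min with ONE-Glo at room temperature; rising signal flags genetic stress.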
BRCA1 expr act: activators of BRCA1 expression; MCF7-BRCA1-FFLuc reporter, luminescence, 48 h; response scale: scaled: vehicle 0%, 10 µM genistein 100%; Potency, µM (doses to about 46.1 µM), without a hit: top-dose activation, most hits filed as activators; actives 1.1% (n = 380,000); further: potency means the concentration at half of the fitted maximal effect; nearly all actives have a fitted effect of over 80% in size; some results filed as inactive show a strong effect at the top dose
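MCF7 cells carrying a BRCA1-firefly luciferase reporter (2000 cells/well, phenol-red free MEM) were attached for 2 h at 37 °C, then given compounds for 48 h. Luminescence was read 15 min after luciferase reagent; activity normalized to genistein (10 microM) and DMSO.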
USP2a block: inhibitors of human ubiquitin-specific protease USP2a. USP2 core, Ub-CHOP2 coupled fluorogenic reporter, 485/531. O75604. actives 0.01% (n = 330,000). Potency, µM (highest dose often 38.3 µM), inactives show at the highest dose activity change, negative = inhibition, most hits filed as inhibitors. AID 463254;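 further: potency means the concentration at half of the fitted maximal effect; plate controls were DMSO wells for no effect and full inhibition by NEM control for full effect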
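USP2 core (10nM final) preincubated 30min RT with compound in 20mM Tris-HCl pH 8.0, 2mM CaCl2, 2mM beta-mercaptoethanol, 0.05% CHAPS; 25nM Ub-CHOP2 plus 25nM reporter substrate added, fluorescence (Ex485/Em531) read after 60min.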
a7 integrin act: integrin-mediated muscular dystrophy alleviation activation; AID 624291; Potency, µM (series often up to 38.3 µM), without a hit: top-dose activation, usual class: activators; alpha7betagal myoblasts, beta-gal FDG fluorescence, 48 h; actives 0.064% (n = 350,000);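 further: potency means the concentration at half of the fitted maximal effect; 100% = response of the positive control SU9516; nearly all actives have a fitted effect of over 60% in size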
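Alpha7betagal+/- myoblasts (passage 13) were plated 16-24 hr, then exposed to compounds (1:260 dilution of DMSO stock) for 48 hours at 37C. After MPER lysis, β-galactosidase reporter activity was read as FDG fluorescence (ex 480/em 540) after 30 minutes.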
uPA surface inh: cell surface uPA generation inhibition; Potency, µM (titrated, usually from 38.3 µM), without a hit: at the top dose activity change, negative = inhibition, actives largely listed as inhibitors; actives 0.31% (n = 330,000); cell surface uPA generation assay, qHTS; AID 540303; active means well fitted inhibition curve with a large enough effect; inconclusive means small, poorly fitted or top-dose-only effect; inactive means no such curve, though single readings can be large or run the other way; tested in mouse RAW 264.7 cells; further: potency means the concentration at half of the fitted maximal effect; on the % scale 0 is the no-effect control and ±100 the full control effect; nearly all actives have a fitted effect of over 55% in size
S-ASM inh: human S-ASM enzyme inhibition; P17405; placental ASM, HMU-PC fluorogenic substrate, 60 min; Potency, µM (doses to about 57.5 µM), without a hit: at the top dose activity change, negative = inhibition, most hits filed as inhibitors; actives 0.006% (n = 340,000); AID 504937; further: potency means the concentration at half of the fitted maximal effect
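Human placenta-derived ASM preincubated with compound 10 min at room temperature, then reacted with 9 uM (final) fluorogenic HMU-PC substrate for 60 min at 37 C. Stop solution raises pH to 10; fluorescence read at Ex 386/Em 447 nm.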
Eya2 phos inh: blocks the phosphatase activity of human Eya2 | O00167 | recombinant Eya2, OMFP fluorescence dephosphorylation (OMFP is methylfluorescein phosphate) | Potency, µM (series often up to 76.9 µM), without a hit: top-dose activity, negative = inhibition, actives largely listed as inhibitors | actives 0.006% (n = 330,000) | AID 488837; further: potency means the concentration at half of the fitted maximal effect; on the % scale 0 is the no-effect control and ±100 the full control effect
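Eya2 (0.2 uM) preincubated 10 min at ambient with compound, then OMFP substrate added at 50 uM; 10 min reaction in 50 mM HEPES pH 7.5, 50 mM NaCl, 5 uM MgCl2, 0.05% BSA, 1 mM DTT. Fluorescence read at Ex 485/Em 525 nm.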
B2AR arrestin: beta2AR (human) beta-arrestin recruitment activity; P07550; beta-arrestin recruitment to beta2AR, cell-based reporter; Potency, µM (titrated, usually from 46.1 µM), inactives show top-dose activation, hits mostly activators; actives 0.02% (n = 330,000); AID 492947;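 further: potency means the concentration at half of the fitted maximal effect; 0% = DMSO controls and full agonism = EC100 isoproterenol or metaproterenol; nearly all actives have a fitted effect of over 65% in size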
Active calls of the source: *; ? = inconclusive; nt = not tested or not shown; [ ] = dose if it differs, or a comment. Unless noted, the call rests on the fitted dose curve; in most records, active means well fitted curve in the direction sought with a large enough effect; inconclusive means small, poorly fitted or top-dose-only effect, or another doubt; inactive means no such curve, though single readings can be large; an effect the other way counts as inactive or inconclusive.

Value order – TRPV1 ag	p53 reactivation	PTAP TSG101 blk	ELG1 genotox	BRCA1 expr act	USP2a block	a7 integrin act	uPA surface inh	S-ASM inh	Eya2 phos inh	B2AR arrestin
1	Cc1cc(N2CCCC2)nc(SCC(=O)c2ccccc2)n1
→ 4	18%	-4%	11%	-4%	1%	22%	2%	-3%	-5%	-0.1%
2	CC1CC(NC(=O)N(C)C)N(C)C(=O)N1 (configuration not stated)
→ -4	-3%	-7%	1%	0%	4%	-14%	-1%	2%	7%	-0.7%
3	O=C(c1ccc2c(c1)OCO2)C1CCCN(Cc2cn[nH]c2-c2cccc(F)c2)C1 (configuration not stated)
→ -2	-3%	-3%	-12%	-11%	2%	15%	-1%	0%	-17%	-0.5%
4	COC(=O)C1=CN(c2ccc(OC)cc2)C=C(C(=O)OC)C1c1ccc([N+](=O)[O-])cc1
→ 4	-5%	-3%	-3%	-12%	-1%	14%	6%	-5%	-15%	-0.8%
5	CC(=O)N1CCc2cc(S(=O)(=O)N3CCc4ccccc4C3)ccc21
→ 3	0%	-1%	-1%	-16%	3%	0%	-2%	1%	8%	0.3%
6	CCCS(=O)(=O)N1CCN(C(=O)c2cccs2)CC1
→ -5	7%	-11%	-7%	0%	1%	17%	2%	4%	12%	-1.0%
7	COc1ccc(NC(=O)COC(=O)C2CC2)c(OC)c1
→ -3	11%	-6%	2%	6%	3%	23%	-8%	5%	26%	-0.3%
8	CCn1c(C)nc2cc(C(=O)N/N=C/c3cccc(OC)c3O)ccc21
→ 1	4%	0%	?	-74%	-1%	-26%	-12%	-1%	-21%	0.1%
9	COc1cc(/C=C2\SC(=O)N(CC(=O)Nc3cccc(C)c3)C2=O)ccc1OC(C)C(=O)O (configuration not stated)
→ nt	nt	0%	nt	-10%	nt	-25%	-1%	-9%	nt	nt
10	COc1cccc(NC(=S)NCc2ccco2)c1
→ 8	12%	-1%	1%	88%	1%	7%	1%	1%	2%	-0.3%
11	Cc1ccc(NC2CCCN(C(=O)CCN3CCOCC3)C2)cc1C (configuration not stated)
→ 2	0%	1%	-7%	-9%	-2%	-39%	2%	4%	5%	-0.4%
12	Cc1c(C(=O)Nc2ccc3c(c2)OCCO3)oc2ccc(Br)cc12
→ 1	?	5%	?	?	-1%	-15%	-5%	-2%	-6%	0.5%
13	CCN(c1ccc(OCC(=O)OCC(=O)c2c(N)n(C)c(=O)n(C)c2=O)cc1)S(=O)(=O)c1ccccc1
→ -5	-11%	-3%	-1%	1%	0%	-17%	-1%	-12%	-1%	-0.2%
14	O=C(c1ccc(O)cc1)c1ccc(C(=O)O)c(C(=O)O)c1
→ 0	2%	-4%	3%	6%	-2%	-18%	nt	-2%	1%	0.5%
15	CCOC(=O)C1=C(C)N=c2s/c(=C/c3cccc([N+](=O)[O-])c3O)c(=O)n2C1c1cc(OC)c(OC)c(OC)c1 (configuration not stated)
→ 0	-2%	1%	0%	-27%	1%	1%	-4%	-7%	-5%	0.0%

Entries 13 to 15, quoted:
Value order – TRPV1 ag	p53 reactivation	PTAP TSG101 blk	ELG1 genotox	BRCA1 expr act	USP2a block	a7 integrin act	uPA surface inh	S-ASM inh	Eya2 phos inh	B2AR arrestin
13	CCN(c1ccc(OCC(=O)OCC(=O)c2c(N)n(C)c(=O)n(C)c2=O)cc1)S(=O)(=O)c1ccccc1
→ -5	-11%	-3%	-1%	1%	0%	-17%	-1%	-12%	-1%	-0.2%
14	O=C(c1ccc(O)cc1)c1ccc(C(=O)O)c(C(=O)O)c1
→ 0	2%	-4%	3%	6%	-2%	-18%	nt	-2%	1%	0.5%
15	CCOC(=O)C1=C(C)N=c2s/c(=C/c3cccc([N+](=O)[O-])c3O)c(=O)n2C1c1cc(OC)c(OC)c(OC)c1 (configuration not stated)
→ 0	-2%	1%	0%	-27%	1%	1%	-4%	-7%	-5%	0.0%

Continued:
Value order – TRPV1 ag	p53 reactivation	PTAP TSG101 blk	ELG1 genotox	BRCA1 expr act	USP2a block	a7 integrin act	uPA surface inh	S-ASM inh	Eya2 phos inh	B2AR arrestin
16	CC(C)(C)c1ccc(S(=O)(=O)NCC(=O)N2CCN(Cc3ccccc3)CC2)cc1
→ -6	-1%	-2%	-10%	-18%	-3%	1%	0%	-2%	-7%	0.4%
17	CCC(=O)NC(=S)NNC(=O)c1ccc(NC(=O)c2ccccc2)cc1
→ 0	-2%	0%	-5%	-27%	4%	-7%	-26%	-3%	-5%	-0.3%
18	CCC1=Nc2cc(C(=O)NCc3ccco3)ccc2Sc2ccc(Cl)cc21
→ 17	3%	0%	15%	-76%	-1%	-27%	-8%	-7%	-14%	6.9%
19	CC(C)NC(=O)Cn1cc(S(=O)(=O)N2CCCC2)c(S(=O)(=O)N2CCCC2)c1
→ -1	-3%	-3%	3%	6%	7%	3%	-1%	4%	2%	0.0%
20	CC1=NN2C(=N)/C(=C\c3ccc(SCc4ccccc4)o3)C(=O)N=C2S1
→ 0	-2%	-6%	3%	-28%	6%	?	0%	-3%	1%	-1.0%
21	O=[N+]([O-])c1ccc(N2CCN(CCOCCO)CC2)c([N+](=O)[O-])c1
→ -1	1%	-1%	-3%	5%	1%	-22%	-3%	-9%	2%	-0.2%
22	CC1(c2ccc3ccccc3c2)NC(=O)N(CC(=O)N2CCN(Cc3ccccc3)CC2)C1=O (configuration not stated)
→ 5	1%	-4%	0%	-28%	3%	-36%	?	-2%	-15%	-0.8%
23	CC(C)C(NC(=O)C1CC(=O)N(Cc2ccccc2)C1)c1nc2ccccc2[nH]1 (configuration not stated)
→ nt	-6%	-3%	-3%	-21%	2%	-17%	3%	3%	-10%	3.9%
24	COc1cccc(C(=O)OCc2ccccc2C#N)c1O
→ 6	19%	0%	?	73%	-1%	22%	3%	-6%	13%[15.4 µM]	0.6%
25	CC(C)N1CCC(N2CCN(Cc3ccc4nsnc4c3)CC2CCO)CC1 (configuration not stated)
→ -1	-3%	0%	2%	0%	2%	-29%	0%	0%	-5%	-0.7%
26	Nc1cc(C(=O)N2CCCC2)cc(C(=O)N2CCCC2)c1
→ 0	1%	-8%	-5%	9%	1%	2%	1%	2%	-4%	-0.4%
27	O=C(NNC(=O)C1CCN(c2ncccn2)CC1)c1ccccc1
→ 2	1%	-4%	0%	13%	2%	?	11%	1%	12%	-1.1%
28	CC1CCCCN1C(=O)CNCc1ccc(F)cc1 (configuration not stated)
→ 1	10%	-1%	11%	93%	0%	0%	7%	0%	8%	-1.1%
29	COCCNS(=O)(=O)c1cc(OC)c(C)cc1C
→ 1	2%	-5%	2%	2%	-4%	24%	33%[activator]	1%	-4%	0.5%
30	C=CCN1C=C2C(=O)C(C)(OC(=O)C3CCCC3)C(=O)C(c3ccccc3)=C2C=C1CCCC(=O)OC (configuration not stated)
→ ?	1%	0%	0%	9%	1%	0%	-1%	20%	7%	-0.1%

Entries shown so far that have fluorine, in the order listed:
Value order – TRPV1 ag	p53 reactivation	PTAP TSG101 blk	ELG1 genotox	BRCA1 expr act	USP2a block	a7 integrin act	uPA surface inh	S-ASM inh	Eya2 phos inh	B2AR arrestin
3	O=C(c1ccc2c(c1)OCO2)C1CCCN(Cc2cn[nH]c2-c2cccc(F)c2)C1 (configuration not stated)
→ -2	-3%	-3%	-12%	-11%	2%	15%	-1%	0%	-17%	-0.5%
28	CC1CCCCN1C(=O)CNCc1ccc(F)cc1 (configuration not stated)
→ 1	10%	-1%	11%	93%	0%	0%	7%	0%	8%	-1.1%

(more compounds)
Value order – TRPV1 ag	p53 reactivation	PTAP TSG101 blk	ELG1 genotox	BRCA1 expr act	USP2a block	a7 integrin act	uPA surface inh	S-ASM inh	Eya2 phos inh	B2AR arrestin
31	Clc1ccc(CNc2ccccc2NCc2ccc(Cl)nc2)cn1
→ -2	-1%	-2%	-9%	-52%	2%	-42%	-4%	-5%	0%	-1.0%
32	O=C(NCc1nnc(SCC(=O)N2CCN(c3ccccc3)CC2)o1)c1ccccc1
→ -3	6%	-1%	-4%	-14%	1%	?	8%	4%	8%	-0.3%
33	CCC(C)NC(=O)c1ccc(-n2c(=S)[nH]c3ccccc3c2=O)cc1 (configuration not stated)
→ 1	1%	0%	1%	-18%	-2%	17%	-2%	2%	10%	-0.8%
34	CCOc1ccc(S(=O)(=O)N(CC)CC(=O)NCc2cccnc2)cc1C
→ -2	-9%	-6%	-8%	-13%	0%	16%	-4%	4%	-10%	0.1%
